Bioassay records deposited in PubChem BioAssay by The Scripps Research Institute Molecular Screening Center.
LYPLA2 counter: counter-screen for PME1 inhibitors: inhibitors of human LYPLA2; actives 0.38% (n = 320,000); O95372; recombinant LYPLA2, FP-Rh probe fluorescence polarization; AID 2177; inhibition, % at 5.9 µM;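 active means inhibition above the screen-wide mean plus 3 SD, limit set per campaign, cut at about 26% in these data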;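 further: 0% = LYPLA2 with DMSO and 100% = wells lacking LYPLA2 enzyme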
Target sequence (O95372 whole entry, looked up): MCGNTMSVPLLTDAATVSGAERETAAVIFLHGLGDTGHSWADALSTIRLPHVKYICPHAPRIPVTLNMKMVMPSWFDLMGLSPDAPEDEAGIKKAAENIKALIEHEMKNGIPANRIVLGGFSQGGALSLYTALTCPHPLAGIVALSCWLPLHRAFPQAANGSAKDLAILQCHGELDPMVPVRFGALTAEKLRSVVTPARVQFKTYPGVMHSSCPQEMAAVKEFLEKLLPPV
PAFAH1B3 FP inh: inhibitors of human PAFAH1B3; Q15102; recombinant PAFAH1B3, FP-rhodamine probe, fluorescence polarization; inhibition, % at 3.39 µM; actives 0.28% (n = 340,000);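 active means inhibition above the screen-wide average of all tested compounds plus 3 SD, cut at about 25% in these data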;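 further: 0% = enzyme with DMSO only and 100% = wells lacking PAFAH1B3 protein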
Target sequence (Q15102 whole entry, looked up): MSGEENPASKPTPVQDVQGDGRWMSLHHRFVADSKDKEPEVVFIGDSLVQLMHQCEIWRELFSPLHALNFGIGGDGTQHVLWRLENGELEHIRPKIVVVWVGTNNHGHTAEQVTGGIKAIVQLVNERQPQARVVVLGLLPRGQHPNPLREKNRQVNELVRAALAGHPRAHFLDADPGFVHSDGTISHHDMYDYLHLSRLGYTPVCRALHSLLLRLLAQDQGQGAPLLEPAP
LYPLA1 inh: blocks human lysophospholipase 1, a PME1 counter-screen. O75608. recombinant LYPLA1, FP-Rh probe fluorescence polarization. inhibition, % at 5.9 µM. actives 0.16% (n = 320,000);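 active means inhibition above the mean of all tested compounds plus 3 SD, set per campaign, cut at about 14% in these data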;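 further: inhibitors block serine hydrolase probe labeling of LYPLA1 so polarization falls; 0% = enzyme with DMSO and 100% = wells lacking LYPLA1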
PAFAH2 inh: PAFAH2 (human) inhibition | Q99487 | recombinant PAFAH2, FP-rhodamine activity probe, fluorescence polarization | inhibition, % at 3.39 µM | actives 0.99% (n = 340,000);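 active means inhibition above the mean over all tested compounds plus 3 SD, cut at about 30% in these data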;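 further: inhibitors block probe labeling of enzyme so polarization drops; 0% = enzyme with DMSO and 100% = wells lacking PAFAH2 protein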
GSTO1 inh: GSTO1 inhibition, counter-screen for RBBP9 inhibitors. P78417. recombinant GSTO1, activity-based probe fluorescence polarization. AID 1974. actives 1.1% (n = 300,000). inhibition, % at 5.96 µM;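 active means inhibition above the campaign mean inhibition plus 3 SD, cut at about 35% in these data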;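 further: 0% = GSTO1-1 with DMSO and 100% = wells lacking GSTO1-1 enzyme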
Target sequence (P78417 whole entry, looked up): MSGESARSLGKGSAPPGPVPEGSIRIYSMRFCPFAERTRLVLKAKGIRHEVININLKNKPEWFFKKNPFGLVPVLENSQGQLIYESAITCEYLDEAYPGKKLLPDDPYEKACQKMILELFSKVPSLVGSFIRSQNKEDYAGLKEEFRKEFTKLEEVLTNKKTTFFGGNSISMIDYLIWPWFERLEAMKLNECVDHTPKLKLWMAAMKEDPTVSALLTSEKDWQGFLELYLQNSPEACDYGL
PREPL inh: inhibitors of human prolyl oligopeptidase-like enzyme PREPL; Q4J6C6; recombinant PREPL, fluorescence polarization activity-based probe; inhibition, % at 5.96 µM; actives 0.68% (n = 320,000); in the data active means inhibition above about 43%;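 further: 0% = enzyme with DMSO and 100% = wells lacking enzyme; many of its hits are not listed in these tables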
PAD4 inh: PAD4 (human) enzyme inhibition; actives 0.41% (n = 330,000); inhibition, % at 6.36 µM; recombinant PAD4, RCA probe fluorescence polarization;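 active means percent inhibition above a cutoff equal to the mean of all tested compounds plus 3 SD, cut at about 15% in these data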;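 further: 0% = PAD4 with RCA probe and DMSO and 100% = probe without PAD4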
ZTA counter: counter-screen for EBNA-1 inhibitors: inhibitors of Epstein-Barr virus ZTA; P03206; ZTA-DNA binding, fluorescence polarization; inhibition, % at 11 µM; actives 0.15% (n = 320,000); AID 2234; in the data active means inhibition above about 33%
Target sequence (P03206 whole entry, looked up): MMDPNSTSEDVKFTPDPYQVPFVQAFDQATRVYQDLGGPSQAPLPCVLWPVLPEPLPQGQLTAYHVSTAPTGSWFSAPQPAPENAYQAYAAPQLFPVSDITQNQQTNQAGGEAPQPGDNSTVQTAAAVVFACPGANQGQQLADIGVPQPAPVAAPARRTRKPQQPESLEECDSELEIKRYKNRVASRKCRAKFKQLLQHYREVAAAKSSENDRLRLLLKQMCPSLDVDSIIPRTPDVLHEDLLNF
EBNA-1 inh: blocks EBNA-1 binding to DNA. inhibition, % at 14.8 µM. EBNA-1 DNA binding, fluorescence polarization. actives 0.34% (n = 300,000); in the data active means inhibition above about 28%
* marks the source's active call; other numbers are inactive results; · = no result given. Not all compounds are listed, so the mix of outcomes need not match the whole.

SMILES	LYPLA2 counter	PAFAH1B3 FP inh	LYPLA1 inh	PAFAH2 inh	GSTO1 inh	PREPL inh	PAD4 inh	ZTA counter	EBNA-1 inh
COc1ccc(C(C(=O)Nc2ccc3c(c2)OCO3)N(C)C(=O)Cc2c[nH]c3ccccc23)cc1 (stereo not drawn)	4	2	-5	-4	-4	13	0	17	11
Cc1ccc2nc(NC(=O)c3ccc(S(=O)(=O)N4CCCc5ccccc54)cc3)sc2c1	12	-6	2	-11	3	-1	-5	15	4
CSc1nnc2c(n1)OC(c1ccsc1)N(C(C)=O)c1ccccc1-2 (stereo not drawn)	-3	0	4	-3	8	-10	-1	-2	-14
CC12CCC(C(=O)N(CC(O)CN3CCCCC3)C1=O)C2(C)C (stereo not drawn)	1	-1	2	-4	1	0	4	-5	-7
C[C@H](CO)N1C[C@H](C)[C@@H](CN(C)S(C)(=O)=O)Oc2ccc(NC(=O)Nc3ccccc3)cc2C1=O	·	-2	·	-4	·	21	1	·	·
O=C(Cc1ccc(O)cc1)NCCNC(=S)NCc1ccccc1	-2	7	-3	3	23	14	1	3	-7
CC1(NC(=O)c2ccccc2)CCN(CCCc2ccccc2)C1=O (stereo not drawn)	-3	13	0	1	·	-4	-1	0	·
COC(=O)c1ccc(-n2nc(C(F)(F)F)c3c2-c2ccoc2CC3)cc1	-7	1	-3	3	-7	3	4	-6	-5
CCCCOC(=O)c1ccc(NC(=S)NC(=O)c2c(Cl)cnn2C)cc1	2	6	-2	1	1	-1	3	-8	-1
CC1=C(C(=O)NC2CCCc3c2cnn3-c2cc(F)cc(F)c2)OCCO1 (stereo not drawn)	5	-2	2	0	2	-1	-4	-7	5
Cn1c(Cc2ccccc2)nnc1SCC(=O)NC1CC1	3	1	-2	2	7	2	-1	4	0
CCCN1C2CCCC1CC(NC(=S)Nc1cc(C)cc(C)c1)C2 (stereo not drawn)	0	-17	-2	-6	0	29	-1	16	3
O=C(COC(=O)C1CC(O)CN1C(=O)Oc1ccccc1)c1ccc(Br)cc1 (stereo not drawn)	4	10	-2	4	27	3	-2	10	-8
CCN(C(=O)c1ccc(Cl)c([N+](=O)[O-])c1)c1ccccc1	9	-2	3	-4	0	6	7	-14	4
CC1CCCCN1C(=O)Cn1cc(C(=O)c2ccco2)c2ccccc21 (stereo not drawn)	-5	-1	-3	6	10	-2	2	-1	-2
COc1cc2c(cc1OC)CN(CC(=O)NC(=O)NCc1ccco1)CC2	-3	7	-3	1	2	3	0	-5	3
COc1cccc(NC(=O)CN(C)C(=O)CSCC(=O)Nc2ccc(C)cc2)c1	-4	0	-8	0	·	3	-4	-17	·
CC1=CN2C(=NC(=O)CC2(C)C(=O)N(CC(=O)NC2CCCC2)Cc2ccccc2)C=C1 (stereo not drawn)	2	1	-2	-2	-4	7	3	-14	1
COc1ccc(C(C)NS(=O)(=O)Cc2ccccc2)cc1 (stereo not drawn)	1	4	1	5	7	1	-2	-3	-16
O=C1CCCN1CC(O)CS(=O)(=O)c1ccc(Cl)cc1 (stereo not drawn)	-3	-8	0	-2	-2	-7	6	10	10
CCCn1c(=O)c2c(nc3n2CCCN3Cc2ccccc2)n(C)c1=O	2	6	-1	1	4	25	-1	10	11
COc1ccc(NC(C)=O)cc1NC(=O)c1ccc2ccccc2c1	-4	9	-1	-4	1	17	-5	-1	9
CCOCC(=O)Nc1ccccc1C(=O)OCC	1	5	-1	-10	16	5	-4	-23	-17
Cc1cc(NCc2ccccc2)nc2ccccc12	5	9	2	-12	23	-6	-4	-19	-10
O=C(Cc1ccccc1)NCC(=O)OCC(=O)c1ccc(F)cc1	3	6	1	1	3	5	1	-16	-3

Additional records follow:
SMILES	LYPLA2 counter	PAFAH1B3 FP inh	LYPLA1 inh	PAFAH2 inh	GSTO1 inh	PREPL inh	PAD4 inh	ZTA counter	EBNA-1 inh
Cc1ccc2nsnc2c1S(=O)(=O)N1CCN(CCc2ccccc2)CC1	-3	-2	-4	-1	-6	2	2	-8	5
Cc1ccc2c(c1)c(N=Nc1cccc(C(=O)O)c1)c(O)n2C	-3	1	8	-1	14	11	-8	-2	1
CCOC(=O)C1=C(c2ccc(OC)cc2)C(=O)c2ccccc2C1=O	-3	·	-2	·	40*	5	-7	23	9
CC(C)Cn1c(SCC(=O)NC(=O)NC2CCCC2)nc2ccccc21	-4	5	-3	9	8	4	-1	3	7
CC(=O)NCC(=O)OCC(=O)N1c2ccccc2Sc2ccccc21	-6	11	-1	4	1	0	-7	-1	-9
C=C1CC(C)OC(c2ccccc2OCC(O)CN2CCCCC2)C1 (stereo not drawn)	2	1	2	-3	-4	5	-5	-12	-10
Cc1ccc(NC(=O)Nc2ccccc2C#N)c(Cl)c1	-4	5	2	-3	7	-1	-6	5	0
COc1cccc(CN2CCNC(=O)C2CC(=O)N(C)C2CCOCC2)c1 (stereo not drawn)	-5	12	1	-1	-6	2	4	-4	-14
CC1=C(C(=O)Nc2ccccc2)C(c2ccncc2)C(C#N)=C(SCC(=O)NC2CC2)N1 (stereo not drawn)	0	10	3	-2	2	-2	-5	2	3
CCc1nc(CN2CCN(c3ccc(C(F)(F)F)cn3)CC2)c(C)[nH]1	-6	3	-1	8	-14	13	0	-10	0
CCOC(=O)N1CCN(C(=O)c2ccc3nc4cc(Cl)ccc4c(=O)n3c2)CC1	-1	3	2	2	-1	19	-2	-9	-2
C(#CCN1CCOCC1)COCCOC(c1ccccc1)c1ccccc1	5	0	0	-2	1	8	4	6	5
CC(=O)c1ccc(NC(=O)C2=CC(c3ccc4c(c3)OCO4)=NS(=O)(=O)N2C)cc1	1	7	-5	2	2	1	3	-14	-7
N/C(=N/O)c1nc(N2CCCCC2)nc(N2CCCCC2)n1	-5	5	3	3	1	-7	1	11	1
Nc1nc(-c2cccc(NS(=O)(=O)c3ccccc3)c2)cs1	4	0	1	-1	-2	-6	-2	0	-7
N#Cc1c(NC(=S)NC(=O)Cc2cccs2)sc2c1CCCCC2	4	-1	-1	-17	5	7	-2	0	2
Cc1ccc(NC(=S)N(CCCN2CCCC2)Cc2cccn2Cc2ccc(Cl)cc2)cc1	2	-1	3	2	16	-12	2	-21	-4
O=C(Nc1c(C(=O)N2CCOCC2)cnn1-c1ccccc1)c1cccc(F)c1	3	10	3	1	3	24	-1	-19	0
CCOC(=O)C1=C(C)N=C2c3ccccc3C(=O)C2C1c1ccc(Cl)cc1 (stereo not drawn)	-9	21	-10	11	-2	27	-2	19	7
Cc1ccc(C(=O)Nc2cccc(C(=O)NCc3ccccc3)c2)o1	-2	8	-1	2	2	8	6	-9	8
O=C(c1ccco1)N1CCN(C(=O)c2cnn(-c3ccc(Cl)cc3)c2C2CCNCC2)CC1	-3	5	-3	0	11	5	-3	13	0
CCN(C(=O)COC(=O)/C=C/c1ccc(OC(F)F)c(OC)c1)C1CCS(=O)(=O)C1 (stereo not drawn)	2	-2	-1	10	·	16	3	12	·
Cc1ccc(C2N(c3ccc(Cl)cc3)C(=O)N3CCCN23)cc1 (stereo not drawn)	-6	15	-1	-8	-3	4	-2	-3	-14
CCNC(=O)C1CC(=O)N(Cc2ccc(F)cc2)C(=Nc2ccc(OC)cc2)S1 (stereo not drawn)	-4	-1	-1	-2	3	-4	2	-12	7
CCC(c1nnc(SCC(=O)Nc2nnc(-c3ccccc3)o2)o1)N(C)C (stereo not drawn)	-8	4	2	7	-5	10	-7	-5	-18

The list goes on:
SMILES	LYPLA2 counter	PAFAH1B3 FP inh	LYPLA1 inh	PAFAH2 inh	GSTO1 inh	PREPL inh	PAD4 inh	ZTA counter	EBNA-1 inh
Cc1ccc([C@@H]2CC=C(C(=O)O)[C@H](c3ccccc3F)N2S(=O)(=O)c2ccc(C)cc2)cc1	2	10	0	7	-13	3	-3	-4	0
Cc1nc2ncnn2c(C)c1CCC(=O)Oc1ccccc1	-2	7	1	0	0	9	2	6	-7
CN1C(=O)NC(c2ccc(O)cc2)C2=C1CN(c1ccccc1)C2=O (stereo not drawn)	-1	0	-3	2	3	-6	-3	5	3
Cc1ccccc1NC(=O)COc1ccc(Br)cc1CNCCCO	5	2	2	2	-2	10	-6	-5	-10
CN(C)S(=O)(=O)c1ccc(C(=O)N(c2ccccn2)c2ccccn2)cc1	8	4	4	4	-4	-6	2	-14	9
CC(C)C(CO)N1CCN(Cc2ccccc2)CCC1=O (stereo not drawn)	5	11	5	3	-1	2	1	-17	2
Cc1ccc2nc(Nc3nc(CSc4nnc(C)s4)cc(=O)[nH]3)nc(C)c2c1	7	3	-4	1	0	9	-2	-3	-5
CCOc1ccccc1N1CCN(Cc2cccc(OC)c2OC)CC1	0	6	1	0	9	6	1	0	0
CC[C@]1(c2ccccc2OC)ON(c2ccccc2C(F)(F)F)C1=O	-1	·	1	·	·	2	3	-21	·
COc1ccccc1OC(C)C(=O)N1CCN(Cc2ccc3c(c2)OCO3)CC1 (stereo not drawn)	2	10	-1	10	-2	17	1	-9	-3
COc1cc(OC)cc(-c2nnc(SCC(=O)NCc3cccs3)o2)c1	-4	3	-1	4	3	-4	-6	-1	3
On1nnc2ccccc21	6	6	0	-6	8	-6	-8	-11	-3
CCNC(=S)N(CCc1c(C)[nH]c2ccc(OC)cc12)Cc1cccnc1	-1	2	-2	2	0	7	-1	12	5
Cn1c(SC2CCCCC2=O)nnc1-c1ccncc1 (stereo not drawn)	5	13	4	6	-2	7	5	-16	2
COc1ccc(CN2CCC(C(=O)N3CCN(c4ccccc4F)CC3)CC2)cc1OC	-4	-1	-1	-12	-2	10	-3	7	-5
Nc1cc(=O)[nH]c2nnc(SCC(=O)Nc3cccc4ccccc34)n12	6	4	4	2	3	12	1	-25	-4
O=S(=O)(NN=C1CCCCCC1)c1ccccc1	1	12	-2	-5	7	3	-2	1	0
O=C(CN1CCN(Cc2ccc(F)cc2Cl)C1=O)NCCc1ccccc1	9	4	5	-3	-1	-4	2	7	-6
CC(=O)c1c(O)c2ccccc2n(C2CCCCC2)c1=O	-3	5	-2	11	1	8	-5	-33	8
COc1ccc(OC)c(NC(=O)c2cc(S(=O)(=O)N3CCCCC3)c[nH]2)c1	-1	-8	3	4	4	-1	2	0	8
COc1ccc(/C=C/C(=O)NCc2ccc3c(c2)OCO3)cc1OC	1	6	1	-4	-4	2	2	-8	0
O=C(CSc1nnc(C2CC2)n1Cc1ccccc1)N1CCNC1=O	·	11	·	8	·	18	1	·	·
Cc1ccc2nc3n(c(=O)c2c1)CCC3	-1	1	1	2	-2	6	1	5	7
COc1ccc2c(CC(=O)Nc3ccccc3N3CCOCC3)coc2c1	1	6	1	4	6	11	-1	0	0
O=C(Nc1ccc(-c2ccc([N+](=O)[O-])cc2)cc1)c1ccccc1F	-4	8	-3	1	5	6	-7	4	-7
COc1ccc(SC[C@H](Cc2ccccc2)N2CC[C@@H](C(C)(C)C)CCC2=O)cc1	4	6	0	-1	·	12	-1	-7	·
Cc1cc(C(=O)CCC(=O)NCC2COc3ccccc3O2)c(C)s1 (stereo not drawn)	1	-5	-4	2	-1	-12	-3	7	3
CC(C)(C)CC(=O)Nc1nnc(SCC(=O)NCc2cccs2)s1	-3	7	-1	5	0	-5	2	-2	-1
Cc1ccc(C(=O)/C=C/Nc2cccc(O)c2)cc1	1	7	-4	0	-3	-6	0	-11	-14
CC(C)C(C(=O)NCc1ccco1)N(C(=O)CNS(=O)(=O)c1ccccc1)c1ccccc1 (stereo not drawn)	2	7	-1	19	2	6	1	2	-11
